Assay outcomes deposited in PubChem BioAssay by National Center for Advancing Translational Sciences (NCATS).
HCMV inh: blocks human cytomegalovirus replication. HFF cells, HCMV-luciferase reporter, 72 h; active compounds read low. activity change, negative = inhibition, % at 57.5 µM. 4.5% of 410,000 active. AID 1259415; in the data active = activity change below about -60%; inconclusive = no clear call, values can overlap the other calls; inactive = above about -39%
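HFF cells seeded 16 h at 37C, treated with compounds, infected with luciferase-reporter HCMV at MOI 1 PFU/cell; luciferase read at 72 h post infection, normalized to buffer-only and Salinomycin controls.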
LmPK inh: inhibitors of Leishmania mexicana pyruvate kinase; Q27686; purified LmPK, Kinase-Glo ATP luminescence, 1 h; Potency, µM (titrated, usually from 57.5 µM), for inactives: at the top dose activity change, negative = inhibition, actives largely listed as inhibitors; 0.37% of 290,000 active; AID 1721; note: potency is the fitted concentration of half-maximal effect
Target sequence (Q27686 whole entry, looked up): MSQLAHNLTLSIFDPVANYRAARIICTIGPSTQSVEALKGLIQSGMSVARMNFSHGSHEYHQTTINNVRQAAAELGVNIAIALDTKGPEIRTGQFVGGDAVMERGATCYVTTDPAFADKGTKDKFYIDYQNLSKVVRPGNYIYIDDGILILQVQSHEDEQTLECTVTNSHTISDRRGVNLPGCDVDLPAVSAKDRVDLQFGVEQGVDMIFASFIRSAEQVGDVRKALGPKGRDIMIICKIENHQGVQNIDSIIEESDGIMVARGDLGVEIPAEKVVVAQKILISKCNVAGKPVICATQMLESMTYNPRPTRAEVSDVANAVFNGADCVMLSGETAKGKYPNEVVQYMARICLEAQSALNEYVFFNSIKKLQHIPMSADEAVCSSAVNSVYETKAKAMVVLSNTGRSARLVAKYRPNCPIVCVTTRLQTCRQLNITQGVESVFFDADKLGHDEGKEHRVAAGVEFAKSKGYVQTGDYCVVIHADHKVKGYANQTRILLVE
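Pyruvate kinase activity monitored as ATP production (luciferase luminescence). Conditions: 0.1 nM enzyme, 0.5 mM PEP, 0.1 mM ADP, 1 h, RT; normalized against uninhibited and no-enzyme wells.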
AmpC detergent: AmpC beta-lactamase inhibition with detergent present; 0.041% of 370,000 active; AmpC hydrolysis of nitrocefin, absorbance 480 nm, 0.01% Triton; P00811; Potency, µM (highest dose often 114 µM), for inactives: at the highest dose activity change, negative = inhibition, actives largely listed as inhibitors;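 note: potency is the fitted concentration of half-maximal effect; 0% = no-compound wells and -100% = no-enzyme wells; nearly all actives have a fitted effect of over 25% in size; some results filed as inactive show a strong effect at the top dose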
Target sequence (P00811 whole entry, looked up): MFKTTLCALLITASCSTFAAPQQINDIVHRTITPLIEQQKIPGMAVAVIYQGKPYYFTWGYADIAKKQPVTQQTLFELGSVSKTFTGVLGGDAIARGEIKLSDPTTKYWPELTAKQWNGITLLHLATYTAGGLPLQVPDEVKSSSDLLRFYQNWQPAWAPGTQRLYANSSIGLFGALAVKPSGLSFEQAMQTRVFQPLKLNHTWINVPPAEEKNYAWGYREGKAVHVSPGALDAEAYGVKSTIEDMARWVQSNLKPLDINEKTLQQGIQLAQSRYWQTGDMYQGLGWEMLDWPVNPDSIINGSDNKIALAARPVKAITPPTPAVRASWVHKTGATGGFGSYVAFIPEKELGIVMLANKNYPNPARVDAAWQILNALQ
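20 mM phosphate pH 7.0 + 0.01% (detergent screen) or 0.0001% Triton X-100; 5.3 nM AmpC reagent; cpd preinc 15 min RT; nitrocefin (800 uM stock) to start; A480 q20 s × 4 min; Activity was normalised to no-enzyme and no-compound control wells.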
HCV inh: inhibitors of hepatitis C virus infection. Huh7.5.1 HCVcc-Cre infection, luciferase reporter, 44 h. Potency, µM (highest dose often 41.8 µM), for inactives: at the top dose activity change, negative = inhibition, hits mostly inhibitors. 3.4% of 340,000 active; note: potency is the fitted concentration of half-maximal effect
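Whole-lifecycle infectious HCVcc-Cre system; cells 1,000/well, compound then virus (~0.5 moi) added 4 h after plating, 44 h culture. Luciferase read 15 sec following 15 min substrate incubation, room temp.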
AmpC no deterg: inhibitors of E. coli AmpC beta-lactamase without detergent; AmpC nitrocefin hydrolysis, absorbance 480 nm, 0.0001% Triton; Potency, µM (doses to about 57.1 µM), without a hit: at the highest dose activity change, negative = inhibition, usual class: inhibitors; 0.52% of 330,000 active; AID 485341;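 note: potency is the fitted concentration of half-maximal effect; plate controls were no compound for no effect and no enzyme for full effect; nearly all actives have a fitted effect of over 20% in size; some results filed as inactive show a strong effect at the top dose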
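20 mM phosphate pH 7.0 + 0.01% (detergent screen) or 0.0001% Triton X-100; 5.3 nM AmpC reagent; cpd preinc 15 min RT; nitrocefin (800 uM stock) to start; A480 q20 s × 4 min; Activity was normalised to no-enzyme and no-compound control wells.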
TbPYK inhibitor: T. brucei pyruvate kinase inhibition; Q57TT1; TbPYK enzyme, Kinase-Glo Plus ATP luminescence, 45 min; Potency, µM (highest dose often 76.8 µM), inactives show top-dose activity, negative = inhibition, actives largely listed as inhibitors; 0.12% of 410,000 active; note: potency is the fitted concentration of half-maximal effect; nearly all actives have a fitted effect of over 50% in size
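Enzyme and substrate buffer are dispensed first and compound is pin-transferred. ADP at 130 uM final then starts the reaction, which runs 45 min at room temperature. Detection reagent is added for 10 min before luminescence is imaged.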
AMA1 RON2 block: inhibitors of Plasmodium falciparum AMA1-RON2 interaction; AlphaScreen AMA1-biotinylated RON2 peptide binding; Potency, µM (titrated, usually from 58.2 µM), without a hit: top-dose activity change, negative = inhibition, usual class: inhibitors; 0.2% of 360,000 active; AID 720542;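 note: potency is the fitted concentration of half-maximal effect; 0% = vehicle wells and -100% = peptide control; nearly all actives have a fitted effect of over 45% in size; some results filed as inactive show a strong effect at the top dose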
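AMA1 (3D7) with his tag at 25 nM final met compounds first, then biotinylated RON2 peptide at 25 nM; detection used donor plus acceptor beads, 10 µg/mL apiece, read by AlphaScreen after 30 min at room temperature.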
Active calls of the source: *; ? = inconclusive; . = no result given; [ ] = dose if it differs, or a comment. Unless noted, calls come from the whole dose curve; as a rule, active = well fitted curve in the direction sought with a large enough effect; inconclusive = small, poorly fitted or top-dose-only effect, or another doubt; inactive = no such curve, though single readings can be large; an effect the other way counts as inactive or inconclusive. Unless noted, % is set by controls: 0 for no effect and ±100 for the full control effect.

# | SMILES | AmpC no deterg | TbPYK inhibitor | AmpC detergent | HCMV inh | LmPK inh | HCV inh | AMA1 RON2 block
1 | COc1ccc(N2CC(NC(=O)COc3ccc4ccccc4c3)CC2=O)cc1OC (stereo not drawn) | . | 5% | 5% | -1 | . | . | .
2 | CNC(=O)c1c(NC(=O)c2ccc(S(=O)(=O)N3CCCCC3)cc2)sc2c1CCC2 | . | -2% | 3% | -21 | . | . | .
3 | N#C/C(=C(/O)CN1CCCCC1)c1nc(-c2ccc(Cl)cc2)cs1 | -15% | -5% | 1% | -2 | -3% | -15% | -2%
4 | NC(=O)N/N=C(/CCCCCC/C(=N\NC(N)=O)c1ccccc1)c1ccccc1 | 32% | 2% | -9% | -27 | -9% | ? | -5%
5 | C/C1=C\[C@@H](C)C/C=C/[C@H]2[C@@H]3O[C@]3(C)[C@@H](C)[C@H]3[C@H](Cc4c[nH]c5ccccc45)NC(=O)[C@]32C(=O)/C=C/C(=O)[C@@H]1O | 41% | -23% | 2% | . | -4% | 7% | -21%
6 | COc1ccc(C(=O)N2CCCc3ccccc32)cc1OC | 2% | -21% | -8% | -4 | 6% | 6% | -2%
7 | CCc1ccc(CNc2ccc3c(c2)ncn3CC)cc1 | 0% | -8% | -4% | -12 | -7% | ? | ?
8 | S=C(NCCc1cccc(Cl)c1)NC1CCCCC1 | -52% | 1% | -7% | -26 | 10% | ? | 6%
9 | CCCCC[C@@H](C)N1C[C@@H](COCc2ccccc2)Oc2cc(N3CCC[C@H]3C(N)=O)ccc2S1(=O)=O | . | 4% | . | 0 | . | . | -16%
10 | CCOC(=O)N1CCN(c2nc3c(C)cccn3c(=O)c2C=O)CC1 | -3% | 0% | 0% | -23 | 3% | -19% | 5%
11 | COC(=O)c1ccc2c(=O)n(-c3ccccc3)c(=S)[nH]c2c1 | -17% | -4% | -6% | -29 | -6% | -21% | 93%[activator]
12 | COc1ccc(-c2ccc(CN3C(C(C)C)C(=O)N(Cc4cn(CCC5OCCCO5)nn4)CCS3(=O)=O)cc2)cc1OC (stereo not drawn) | . | -4% | . | -19 | . | . | -3%
13 | CCc1ccc(CNC(=O)C2CCN(S(=O)(=O)N3CCCCC3)CC2)cc1 | . | -8% | . | 2 | . | . | -8%
14 | O=C(CSc1nnc(NC(=O)C2CC(=O)N(c3ccc(F)cc3)C2)s1)NC1CCCC1 (stereo not drawn) | -29% | -16% | ? | -6 | -9% | 7% | 14%
15 | CCC(C)n1c(=N)c(C#N)cc2c(=O)n3ccccc3nc21 (stereo not drawn) | -18% | -3% | ? | 7 | 2% | 13% | 3%
16 | CC(C)C(=O)N1CCC(c2nc(-c3ccc(S(=O)(=O)N4CCCC4)cc3)no2)CC1 | 7% | 1% | 4% | -73* | 5% | ? | 1%
17 | O=C(COC(=O)c1cccc(OC(F)F)c1)Nc1cc(S(=O)(=O)N2CCCC2)ccc1Cl | . | -3% | . | -3 | . | . | 2%
18 | O=C(NCCc1ccccc1)C1CCCN1S(=O)(=O)c1ccccc1 (stereo not drawn) | 0% | 0% | 2% | 13 | 0% | -3% | -2%
19 | CC(C)=CCC(C)(C)CNC(=O)NC1CCCCC1 | -1% | -2% | -8% | 14 | 2% | 7% | 4%
20 | CCN(CC)c1ccc(NC(=O)COc2ccc(N(C)S(=O)(=O)c3cccs3)cc2)cc1 | -41% | -12% | -6% | -30 | -3% | -19% | ?
21 | CC(=O)c1cc(-c2ccccc2)n(CC(=O)N2CCN(C3CCCC3)CC2)c1C | 93%[activator] | 5% | -4% | -8 | 1% | 2% | 1%
22 | CCC(Oc1ccccc1F)C(=O)N1CCC(c2nc3ccccc3s2)CC1 (stereo not drawn) | . | -5% | 19% | -27 | . | . | .
23 | CC(C)[C@@H]1NC(=O)c2cc([N+](=O)[O-])cc(I)c2NCCCC[C@@H](C(=O)NC(CC(=O)O)C(N)=O)NC(=O)[C@H](CO)NC1=O (stereo partly drawn) | -9% | . | -1% | . | 7% | -3%[8.37 µM] | .
24 | Cc1cccc(C)c1-n1nnnc1C(C1CC1)N1CCC(n2c(=O)[nH]c3ccccc32)CC1 (stereo not drawn) | . | -1% | . | -15 | . | . | -1%
25 | N#Cc1ccccc1Sc1ccccc1C(=O)OCC(=O)N1CCN(C(=O)c2ccco2)CC1 | 103%[activator] | 1% | -1% | ? | 5% | 14% | -4%

Taken from above.
Entry of entry 23 in LmPK inh: 7%
Entry of entry 5 in AmpC detergent: 2%
Entry of entry 2 in TbPYK inhibitor: -2%
Entry of entry 18 in HCV inh: -3%
Entry of entry 25 in AmpC detergent: -1%

Following part.
# | SMILES | AmpC no deterg | TbPYK inhibitor | AmpC detergent | HCMV inh | LmPK inh | HCV inh | AMA1 RON2 block
26 | CN1CCC(N(C)C(=O)c2ccccc2F)CC1 | 1% | -9% | -13% | 4 | 0% | -13% | -3%
27 | Cc1cn([C@H]2C[C@H](O)[C@@H](CCC(=O)NCc3cccs3)O2)c(=O)[nH]c1=O | . | -4% | . | 4 | . | . | -1%
28 | COCCCNC(=O)CCc1c(C)nc2c(c(C)nn2-c2ccc(C)cc2)c1C | 30% | -5% | -2% | 7 | 0% | -17% | -5%
29 | Cc1sc2ncnc(SCC(=O)NC(=O)c3cccn3C)c2c1C | -17% | 8% | 9% | 21 | -7% | ? | 22%
30 | COC(=O)c1cc2oc(C)cc2n1CC(=O)Nc1cc(Cl)ccc1OC | . | -4% | 21% | 13 | . | . | .
31 | CCc1nc2c(OCc3ccccc3C(=O)OC)cccn2c1N(C)C(=O)c1ccncc1 | . | -4% | . | 11 | . | . | 19%
32 | CCCCCn1c(=O)c(Cc2ccccc2)c(O)c2ccccc21 | -19% | 0% | ? | -14 | 4% | 4% | -3%
33 | COc1ccc2c(c1OC)CN1CCc3cc4c(cc3[C@H]1C2)OCO4 | -10% | -4% | 3% | . | . | 11µM* | -13%
34 | COc1ccc(C(C)(O)c2nc(-c3cccc(C#N)c3)cs2)cc1 (stereo not drawn) | . | -1% | . | -19 | . | . | 12%
35 | CCS(=O)(=O)c1cc([N+](=O)[O-])c(Sc2ccccc2N)s1 | -29% | ? | 2% | 23 | -23% | 7.1µM* | -12%
36 | O=C1c2cc([N+](=O)[O-])ccc2-c2ncccc21 | 23% | 3% | 0% | 5 | 1% | 12% | 0%
37 | O=[N+]([O-])c1cccc(S(=O)(=O)Nc2ccccn2)c1 | . | 8% | . | -1 | . | . | -8%
38 | O=C(COc1ccc(Cl)cc1)N(c1ccc(Cl)cc1)C1CN2CCC1CC2 (stereo not drawn) | 72%[activator] | 0% | -4% | -14 | -5% | 25µM* | 0%
39 | CSCCC(c1nnnn1C1CCCCC1)N1CCC(n2c(=O)[nH]c3ccccc32)CC1 (stereo not drawn) | . | -1% | . | -93* | . | . | -22%
40 | c1ccc2c(-c3nn4nnnc4c4ccccc34)cccc2c1 | -27% | -12% | -2% | 50 | -8% | -17% | -6%
41 | O=C1OCCC1Sc1nnc(-c2ccc(Br)cc2)o1 (stereo not drawn) | -15% | 4% | -10% | -11 | -1% | 1% | 5%
42 | CCOc1ccc(/C=C2/C(=N)N3OC(C)=CC3=NC2=O)cc1OC | -19% | ? | 2% | 14 | 13% | 1% | 5%
43 | CC(C)(C)OC(=O)N1CCC(c2c(C(=O)N3CCN(c4ccccn4)CC3)cnn2-c2ccc(F)cc2F)CC1 | . | -1%[15.4 µM] | 2% | 0 | . | . | .
44 | Cc1csc2nc(COC(=O)CNC(=O)c3ccccc3)cc(=O)n12 | . | 1% | 0% | 12 | . | . | .
45 | CC(C)Oc1cccc(C(=O)Nc2ccc(NC(=O)c3ccco3)cc2)c1 | -14% | 2% | ? | . | 1% | ? | 5%
46 | COCc1cc(C)nc(OCC(=O)N/N=C/c2ccc(-c3cc([N+](=O)[O-])ccc3C)o2)c1C#N | -10% | 2% | 4% | -25 | 4% | -14% | 0%
47 | COc1ccccc1/C=C/C(=O)NC(=S)N1CCN(C)CC1 | -11% | -12% | -11% | -24 | -7% | 12% | 50%[activator]
48 | O=C(Nc1ccc(Cl)c(Cl)c1)c1ccc(Cn2cc(Cl)cn2)cc1 | -1% | -11% | -10% | -24 | 1% | ? | 7%
49 | Cc1ccc(C2CC(c3cccs3)=NN2C(=O)CSc2nc(=O)n3ccc(C)cc3n2)cc1 (stereo not drawn) | 58% | . | 9% | ? | . | -9% | .
50 | Cc1ccccc1OCCOC(=O)c1c(-c2ccccc2)noc1C | -36% | -2% | -6% | 4 | 0% | -24% | 34%[activator]

(further entries)
# | SMILES | AmpC no deterg | TbPYK inhibitor | AmpC detergent | HCMV inh | LmPK inh | HCV inh | AMA1 RON2 block
51 | COc1cc(C(=O)NCc2ccncc2)cc(Br)c1OCc1ccccc1 | 151%[activator] | 4% | -9% | -62* | 2% | 10µM* | -14%
52 | CCCN1CCN(c2ccc([N+](=O)[O-])cc2C#N)CC1 | -22% | 5% | -1% | ? | 11% | ? | -5%
53 | CCOC(=O)[C@@H]1CSCCS(=O)(=O)N1Cc1ccccc1Br | . | -6% | . | -11 | . | ? | 0%
54 | Cn1c(/C=N/n2cnnc2)nc2ccccc21 | -13% | 2% | 4% | -28 | 4% | 1% | 5%
55 | O=C1C(=O)N(CCN2CCOCC2)C(c2ccncc2)/C1=C(/O)c1ccc2c(c1)OCO2 (stereo not drawn) | -14% | 2% | ? | 12 | -4% | 1% | 0%
56 | CC1=C(CC/C(C)=N/NC(N)=S)C(C)(C)CCC1 | -23% | -17% | -4% | -24 | -6% | 25µM* | 44%[activator]

Record cards (already shown).
Profile of CCN(CC)c1ccc(NC(=O)COc2ccc(N(C)S(=O)(=O)c3cccs3)cc2)cc1 : AmpC no deterg = -41%; TbPYK inhibitor = -12%; AmpC detergent = -6%; HCMV inh = -30; LmPK inh = -3%; HCV inh = -19%; AMA1 RON2 block = ?
Profile of COc1ccccc1/C=C/C(=O)NC(=S)N1CCN(C)CC1 : AmpC no deterg = -11%; TbPYK inhibitor = -12%; AmpC detergent = -11%; HCMV inh = -24; LmPK inh = -7%; HCV inh = 12%; AMA1 RON2 block = 50%[activator]

Three entries from above in a different format.
54: Cn1c(/C=N/n2cnnc2)nc2ccccc21
55: O=C1C(=O)N(CCN2CCOCC2)C(c2ccncc2)/C1=C(/O)c1ccc2c(c1)OCO2 (stereo not drawn)
56: CC1=C(CC/C(C)=N/NC(N)=S)C(C)(C)CCC1

assay / entry | 54 | 55 | 56
AmpC no deterg | -13% | -14% | -23%
TbPYK inhibitor | 2% | 2% | -17%
AmpC detergent | 4% | ? | -4%
HCMV inh | -28 | 12 | -24
LmPK inh | 4% | -4% | -6%
HCV inh | 1% | 1% | 25µM*
AMA1 RON2 block | 5% | 0% | 44%[activator]
